High-throughput results as filed in PubChem BioAssay.
MT1-MMP act inh = inhibitors of human MT1-MMP activation; GFP/RFP ratio change, % at 20 µM; actives 0.061% (n = 360,000); HT1080 RFP-PRO-GFP cells, GFP/RFP ratio fluorescence, overnight; percent of plate control window, DMSO zero;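 active = GFP/RFP ratio change of at least 30% with cell ATP level not reduced by more than half and red fluorescence within 50% of control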; note: strong numbers were not always called active
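Assay system: HT1080 cells carrying an RFP-PRO-GFP reporter | Dosing: Single dose of 20 µM compound, 1% DMSO final | Incubation: Cells overnight before dosing, compound overnight, 37 °C, 5% CO2 | Evaluation: GFP/RFP fluorescence ratio | Control set: DMSO and RFP-L50D-GFP cell wells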
bovine MsrA act = activates bovine MsrA enzyme. purified bovine MsrA, absorbance read-out. activation, % at 10.6 µM. actives 0.3% (n = 360,000); in the data active = activation above about 7.5%;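 note: 0% = vehicle and 100% = reference activator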
eLon inh = inhibits E. coli Lon protease; P0A9M0; purified E. coli Lon protease, fluorescence polarization; inhibition, % at 7.94 µM; actives 0.42% (n = 360,000); AID 602123; in the data active = inhibition above about 13%, passing the limit was not always enough;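 note: 0% = enzyme with probe and DMSO and 100% = no enzyme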
FAS TE block = blocks the thioesterase domain of human fatty acid synthase; P49327; recombinant FAS-TE, OMFH fluorogenic substrate, fluorescence endpoint; inhibition, % at 15 µM; actives 0.67% (n = 360,000);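 active = compounds whose normalised, plate-corrected inhibition of enzyme fluorescence in the single-dose primary screen is 50% or more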;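 note: 0% = DMSO with enzyme and 100% = substrate without enzyme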
SKN-1 block = blocks SKN-1 activity in C. elegans. C. elegans VP596 Pgst-4::GFP/RFP ratio, acrylamide-induced, 24 h. inhibition, % at 21.8 µM. actives 0.49% (n = 360,000);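 active = interference check ratio from 0.5 to 1.5 plus GFP to RFP signal ratio inhibition reaching or exceeding a fixed threshold, cut at about 30% in these data, passing the limit was not always enough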; note: some compounds called inactive have numbers as strong as hits
TbMetRS inhib = Trypanosoma brucei MetRS inhibition | purified T. brucei MetRS, ATP depletion, Kinase-Glo luminescence | inhibition, % at 11.9 µM | actives 0.4% (n = 360,000);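 active = inhibition above a per-plate cutoff of the control wells' mean inhibition plus 3 SD, cut at about 5.5% in these data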;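 note: 0% = DMSO wells median and 100% = median of wells with control inhibitor compound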
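System: purified T. brucei MetRS enzyme / Detection: Kinase-Glo luciferase luminescence reporting remaining unconsumed ATP / Medium: HEPES buffer with MgCl2, KCl, DTT, spermine, BSA, pyrophosphatase / Replication: singlicate, one well per compound / Evaluation: percent inhibition relative to median high and low control wells / Schedule: 2 h aminoacylation at 25 °C after 15 min preincubation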
CendR NRP1 mod = modulators of CendR peptide binding to human neuropilin-1; FAM-RPARPAR peptide binding to NRP-1, fluorescence polarization; O14786; inhibition, % at 25 µM; actives 0.85% (n = 360,000);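 active = inhibition or corrected inhibition above about 18%, plus a signal ratio from 0.5 to 1.5, limit read from the data, passing the limit was not always enough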; note: strong numbers were not always called active
MLLE-PAM2 inh = blocks PAM2 peptide binding to the PABP1 MLLE domain; P11940; GST-MLLE / FITC-PAM2 fluorescence polarization; inhibition, % at 20 µM; actives 0.36% (n = 360,000); in the data active = inhibition above about 35%, passing the limit was not always enough;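 note: plate controls were DMSO wells with GST-MLLE for no effect and wells lacking GST-MLLE protein for full effect; some results filed as inactive read as strong as hits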
MsrA inh = inhibits bovine methionine sulfoxide reductase A; purified bovine MsrA, absorbance read-out; inhibition, % at 15.5 µM; actives 0.75% (n = 360,000); in the data active = inhibition above about 4.5%;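 note: 0% = vehicle wells with enzyme and 100% = reference inhibitor wells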
An asterisk follows results filed as active; . = no result given. Outcome played no part in choosing rows, and some 4% of all compounds hit somewhere here.

SMILES	MT1-MMP act inh	bovine MsrA act	CendR NRP1 mod	SKN-1 block	TbMetRS inhib	MsrA inh	MLLE-PAM2 inh	FAS TE block	eLon inh
Cc1ccc(/C=C2\SC(=S)N(CCCC(=O)Nc3nccs3)C2=O)cc1	1	1	-2	14	-0.1	0.8	-4	-4	-4
CCO[C@@H]1OC(C(=O)O)=C[C@H](c2ccc(C(F)(F)F)cc2)[C@H]1CCCO	8	1	-9	4	-0.2	2.6	10	-2	3
CC1=C(C)[N+](=O)C2CCCCC2N1[O-] (centres undefined)	-9	-8	0	-2	-1.1	2.6	-3	-4	1
Cc1c(C(=O)N(Cc2ccc(N(C)C)cc2)C2CCS(=O)(=O)C2)oc2ccccc12 (centres undefined)	-2	-9	-8	12	0.3	0.1	-7	12	6
COc1ccc(OC)c(NC(=O)N2CCCC(CNS(=O)(=O)c3cccs3)C2)c1 (centres undefined)	-1	-7	14	1	-0.7	-0.2	7	-6	-2
Cc1ccc(OCC(=O)N(C)CC(=O)Nc2ccccc2Cl)c([N+](=O)[O-])n1	7	-9	-6	-5	-0.5	0.0	-3	-2	0
CCOc1cccc2cc(C(=O)Oc3ccc(OC)cc3)c(=O)oc12	0	-2	6	11	-0.8	-0.4	35	-3	2
CN(C1CCCCC1)S(=O)(=O)c1ccc(NC(=O)c2ccco2)cc1	0	-2	-5	-1	-0.9	-0.8	-4	7	4
CCCOc1ccc(CCN2CCC(=O)NC2=O)cc1C	10	-1	3	14	-2.0	-0.8	-11	-8	14
Cc1ccc(S(=O)(=O)NC(C)c2ccccc2)cc1[N+](=O)[O-] (centres undefined)	-3	-3	0	20	-0.1	-0.4	-9	4	-9
COc1ccc(-n2c3c(c(=O)[nH]c2=O)C(NC(C)=O)(C(F)(F)F)C(=O)N3)cc1 (centres undefined)	2	-4	7	-5	0.1	2.1	9	-4	-6
O=C(CSc1nc(-c2ccccc2)c(-c2ccccc2)o1)Nc1nncs1	-1	1	8	2	-0.8	0.3	-5	4	-3
Cc1ccc(Cn2c(C3CCCN3c3nc(-c4ccc(F)cc4)cs3)nc3cc(C(=O)NCCCO)ccc32)cc1 (centres undefined)	0	0	-1	8	-0.3	-0.2	-12	-2	5
O=C(CN1CCN(c2ccccc2)CC1)N1CCc2ccccc21	4	-2	7	8	-1.0	1.0	4	-5	10
Cc1ccc(N=C2C(=O)Nc3ccc(C)c(Br)c32)cc1	-7	-1	4	7	-0.2	.	12	-6	-9
Cc1cccnc1NC(=O)CSc1nnc(CNC(=O)c2cccc([N+](=O)[O-])c2)n1C	1	-2	3	24	0.6	-0.7	-7	0	2
O=C(CN1CCOc2ccccc21)NCc1ccccc1	1	2	4	9	0.1	0.4	-1	-4	9
O=C(c1cccs1)N1CCN(Cc2ccccn2)CC1	1	-3	-10	-15	-0.2	1.4	-10	-8	-3
O=C(N/N=C/c1ccc(O)cc1)c1ccc(NC(=O)c2ccccc2Br)cc1	1	-5	-13	-5	-0.6	3.5	-3	-1	9
COCCOC(=O)c1[nH]c2c(c1C)C(=O)CC(c1ccc(N(C)C)cc1)C2 (centres undefined)	-3	2	-8	-5	-0.3	-0.1	-2	-10	-11
Cc1cccc(-n2c(SCC(N)=O)nc3c(c2=O)C2(CCCCC2)Cc2ccccc2-3)c1	7	-6	4	-3	-1.1	0.6	9	32	1
CN(CC(O)COc1c(F)cc(Br)cc1F)C1CCCCC1 (centres undefined)	-1	-3	1	10	-0.2	0.1	-6	-8	-1
COCCCN(C(=O)CSCc1ccc(C)cc1)c1c(N)n(Cc2ccccc2)c(=O)[nH]c1=O	1	-4	-3	3	-0.5	-0.4	-8	5	-8
CC(=O)Nc1ccc(S(=O)(=O)NCCc2ccc3c(c2)OCCO3)cc1	1	0	4	8	-0.3	1.0	-1	-7	2
Cc1ccc(N2CC(C(=O)OCC(=O)Nc3cc(C)on3)CC2=O)c(C)c1 (centres undefined)	2	-5	13	11	-0.5	0.4	7	-5	-1
CCOC(=O)C1(C)CCN1C(=O)c1ccc(OC)c(F)c1 (centres undefined)	-1	-2	-3	-3	-0.3	2.2	1	-8	-4
O=C(O)CCC(=O)N1CCN(c2nc(-c3ccccc3Cl)c3cc(Br)ccc3n2)CC1	3	-8	-8	-2	-0.8	-0.2	-3	-14	-1
CC(C)C[C@H](NC(=O)c1nc[nH]c1C(=O)NC1CCN(C(=O)OC(C)(C)C)CC1)C(=O)OC(C)(C)C	-14	-1	8	-16	-0.2	-0.5	-7	20	13
CC(C)NC(=O)N(C)C[C@@H]1OCc2cnnn2CCCC(=O)N([C@H](C)CO)C[C@@H]1C	4	-7	-7	-6	-1.3	-0.7	-8	-9	1
Nc1[nH]c(=O)nc2snnc12	3	0	9	11	0.1	0.3	5	-7	2

2 neighbouring compounds from above:
SMILES	MT1-MMP act inh	bovine MsrA act	CendR NRP1 mod	SKN-1 block	TbMetRS inhib	MsrA inh	MLLE-PAM2 inh	FAS TE block	eLon inh
CC(C)NC(=O)N(C)C[C@@H]1OCc2cnnn2CCCC(=O)N([C@H](C)CO)C[C@@H]1C	4	-7	-7	-6	-1.3	-0.7	-8	-9	1
Nc1[nH]c(=O)nc2snnc12	3	0	9	11	0.1	0.3	5	-7	2

Additional entries
SMILES	MT1-MMP act inh	bovine MsrA act	CendR NRP1 mod	SKN-1 block	TbMetRS inhib	MsrA inh	MLLE-PAM2 inh	FAS TE block	eLon inh
COc1ccccc1N1CCN(C(=O)c2ccc(Br)o2)CC1	-1	-10	2	-4	-0.5	-1.4	16	-2	-16
CCOC(=O)C1=CCN(S(=O)(=O)c2ccc(C)cc2)C1c1cccc(F)c1 (centres undefined)	7	-5	0	6	-1.3	1.0	19	9	8
Cc1c(-c2cccs2)[n+](=O)c2c(n1[O-])CCC2	-9	-5	6	-13	-0.3	-0.3	-3	-7	-1
COc1ccc(NC(=O)COC(=O)c2c(C)noc2C)cc1Cl	4	-3	10	-7	-0.1	-0.6	-5	-5	-10
CCCCC(=O)c1c(C)cc(C)[nH]c1=O	7	-4	5	10	-0.1	0.4	-21	-3	-2
COC(=O)c1cc(OCC(=O)Nc2ccc3c(c2)CCC3)cc(C(=O)OC)c1	0	-2	11	4	0.2	-1.1	1	26	-4
Cc1ccc(S(=O)(=O)Nc2ccc(C(=O)NCCCN3CCOCC3)cc2)cc1[N+](=O)[O-]	0	1	7	-13	-0.4	2.6	8	1	-2
O=C(c1cccc(Cl)c1)C1CCCN(C(=O)c2ccc3c(c2)OCO3)C1 (centres undefined)	-2	-2	2	3	-0.1	-1.1	-3	1	8
O=C(COC(=O)COc1cc(Cl)c(Cl)cc1Cl)NC1CC1	4	-5	-6	-8	-0.5	3.3	4	-2	-8
N#CC1(C#N)COC23CCCCC2C1(C#N)C(=N)O3 (centres undefined)	-28	-2	2	29	0.2	0.3	39	-6	23*
CCN(CC(=O)NCc1ccc(F)cc1)C(=O)c1ccc2c(c1)OCO2	0	-6	-3	2	-0.3	0.4	6	-4	-2
O=c1[nH]c2ccc(NS(=O)(=O)c3ccc(F)c(Cl)c3)cc2[nH]1	.	-2	2	10	3.2	-1.0	1	-4	-8
CCCCn1c(N)c(NCc2ccccc2)c(=O)[nH]c1=O	-3	-1	-9	-9	-0.1	1.5	18	-2	6
O=C(COC(=O)CCCN1C(=O)c2cccc3cccc(c23)C1=O)NC1CCS(=O)(=O)C1 (centres undefined)	5	-6	8	14	0.4	0.8	6	-5	6
O=S(=O)(c1ccc2c(c1)nc(COc1ccc(Cl)cc1)n2CC1CCCO1)N1CCOCC1 (centres undefined)	2	-5	1	7	0.3	1.2	1	24	4
N#C/C(=C\c1ccc(OCC(N)=O)cc1)c1ccccc1	6	-3	-4	2	1.0	4.4	-2	6	6
COc1ccc([C@H]2CC(=O)C[C@@H](CCn3cc(-c4ccccn4)nn3)O2)cc1	0	-5	-16	-3	-1.1	0.8	.	-6	1
Cc1cc(N2CCCC2)c(F)cc1/C=C\[N+](=O)[O-]	-6	-12	-82	-2	-0.9	-0.4	-113	-8	-217
O=C(NC1CCCC1)C(c1ccncc1)N(Cc1ccccc1F)C(=O)c1csnn1 (centres undefined)	-3	-1	8	8	-0.1	1.2	-11	-5	-7
CCOC1=NN(c2ncc(C(F)(F)F)cc2Cl)C(=O)C1	-3	-2	5	-18	-0.1	0.3	6	-7	4
Cc1ccccc1Nc1nc(N)nc(CSc2n[nH]c(N)n2)n1	7	-3	1	-13	-0.9	-0.8	-38	-8	-5
Cc1cc(C)c(C=NNc2nc3c([nH]2)c(=O)n(C)c(=O)n3C)c(C)c1	2	-5	10	2	-0.3	2.7	-4	-2	-7
Cc1ccc(C)c(/C(O)=C2\C(=O)C(=O)N(CCCN3CCOCC3)C2c2cccnc2)c1 (centres undefined)	0	-5	-16	-13	0.0	16*	7	-6	-7
O=C(COC(=O)c1ccccc1[N+](=O)[O-])NNC(=O)c1cccs1	-4	-3	3	-8	0.5	0.1	13	-5	-9
CC(C)C(=O)Nc1nnc(S(=O)(=O)N2CCc3ccccc32)s1	2	-6	2	-7	-0.4	-0.3	-3	-6	5
O=C1NC(=O)c2cc(Br)cc3cccc1c23	-6	-3	-1	1	0.3	0.5	2	-2	-5
CCCCCCn1c(CN2CCN(CCO)CC2)nc2c1c(=O)n(C)c(=O)n2C	-5	2	-11	0	-0.2	-0.9	-3	2	0
CCOC(=O)N1CCN(C(=O)COC(=O)c2ccccc2NCCO)CC1	-2	-3	-10	7	0.5	1.8	-3	-5	-11
O=C(NC1CC1)C1C2C3C4CC5C3C5C4C12 (centres undefined)	3	-1	-6	9	-0.1	1.3	-4	-8	-2
O=C(CCC(=O)Nc1ccc(Cl)cc1Cl)N/N=C/c1ccc([N+](=O)[O-])o1	-3	-2	14	1	0.4	2.4	-13	8	1

Looked up above:
Result for `CCCCC(=O)c1c(C)cc(C)[nH]c1=O` in TbMetRS inhib: -0.1
Result for `O=c1[nH]c2ccc(NS(=O)(=O)c3ccc(F)c(Cl)c3)cc2[nH]1` in MsrA inh: -1.0
Result for `CCOC1=NN(c2ncc(C(F)(F)F)cc2Cl)C(=O)C1` in TbMetRS inhib: -0.1

New compounds follow
SMILES	MT1-MMP act inh	bovine MsrA act	CendR NRP1 mod	SKN-1 block	TbMetRS inhib	MsrA inh	MLLE-PAM2 inh	FAS TE block	eLon inh
Cc1cccc(C)c1NC(=O)CN1CCN(C(=O)CNC(=O)Cc2cccc3ccccc23)CC1	7	-3	-7	8	-0.1	0.1	15	-4	2
CC(=O)N(c1nc(CCl)cs1)c1cccc(C)c1C	-2	-2	8	0	-0.1	1.0	4	-3	-4
CCOC(=O)c1c(C)[nH]c(C(=O)CN(C)CC(=O)Nc2ccccc2Cl)c1C	-3	0	-8	1	-0.2	-1.0	18	13	-3
CCCCOCCCNC(=O)C[C@@H]1C[C@@]2(C(=O)OCC)CCCC=C2N(CCC2=CCCCC2)C1=O	-5	.	11	4	0.2	-1.7	.	.	.
O=C(O)c1cc(=O)[nH]c2ccccc12	-7	-1	-23	16	1.7	1.5	-21	-1	-3
Cc1cccc(C(CC(=O)O)NC(=O)C(F)(F)F)c1 (centres undefined)	3	2	18	-6	-0.1	1.7	8	-4	3
COC(=O)c1c(NC(=O)C2CC2)sc2c1CCN(C(C)=O)C2	3	-2	5	-11	0.1	0.6	18	-1	6
Cc1ccc(OCc2n[nH]c(=S)n2N)cc1C	4	-2	14	3	-0.6	0.9	-96	-2	2
